High-throughput results as filed in PubChem.
RmlC RmlD mix = inhibitors of RmlC and RmlD coupled enzymes | RmlC/RmlD coupled enzyme inhibition, 384-well mixture HTS | AID 1532 | inhibition, % at 5.5 µM | actives 0.39% (n = 110,000); in the data active means inhibition above about 30%, passing the limit was not always enough; further: strong numbers were not always called active
HIV RNase H inh = blocks HIV-1 RNase H cleavage of RNA/DNA duplex; RT-RNase H RNA/DNA duplex cleavage, fluorescence; inhibition, % at 10 µM; actives 1.9% (n = 65,000); AID 565; in the data active means inhibition above about 50%
* hit, by the source's call; x = not tested or not shown. Not all compounds are listed; the hit share may differ from the screen's.

SMILES | RmlC RmlD mix | HIV RNase H inh
Cc1c(NC(=O)NCc2ccccc2)c(=O)n(-c2ccccc2)n1C | 3.7 | -3.1
Cc1noc(C)c1S(=O)(=O)N1CCCC(C(=O)N2CCc3ccccc3C2)C1 (stereo unspecified) | -31.8 | -2.9
CCOC(=O)C1[C@H]2C(=O)N(CCCOC)C[C@]23C=C[C@H]1O3 (stereo partly specified) | -8.2 | 2.2
Clc1ccc(OCCCCSc2ncccn2)cc1 | 7.8 | x
C=C(Cl)COC(=O)C1C2C=CC(C2)C1C(=O)O (stereo unspecified) | -11.5 | x
Cc1ccc(NS(=O)(=O)c2cc(C(=O)NCc3ccccn3)ccc2Cl)cc1 | -0.8 | x
O=C(CSCC(=O)Nc1ccc2ccccc2c1)NCc1ccccc1 | 13.4 | x
Cc1nnc2c(NC(C)C)nc3ccccc3n12 | -3.9 | -10.2
CC(C)Nc1nc(NC(C)C)nc(NS(=O)(=O)c2ccc(N)cc2)n1 | 58.7 | x
COc1c(OC2OC(C(=O)O)C(O)C(O)C2O)cc(O)c2c(=O)cc(-c3ccccc3)oc12 (stereo unspecified) | -10.1 | x
CN(C)c1ccnc(SCc2ccccc2Cl)c1C#N | 6.3 | -66.4
Cc1oc(-c2ccccc2F)nc1CS(=O)CC(=O)NCc1cccs1 (stereo unspecified) | 5.6 | -0.3
Cc1ccc(Cn2c(N3CCCCCC3)nc3c2c(=O)[nH]c(=O)n3C)cc1 | 0.3 | -19.2
Cc1nc2ccc3nc(NC(=O)c4ccc5c(c4)OCCO5)sc3c2s1 | -9.9 | -3.9
COc1ccc2c(c1OC)C(=O)O[C@@H]2[C@H]1c2c(cc3c(c2OC)OCO3)CCN1C | 12.4 | -32.3
Cc1onc(-c2c(F)cccc2Cl)c1C(=O)NCc1cccs1 | 7.0 | -14.6
CC(C)(C)n1nnnc1C(c1cccs1)N1CCN(Cc2ccc3c(c2)OCO3)CC1 (stereo unspecified) | -1.5 | x
COc1ccc(-c2ccc(OC)c([C@H]3[C@H]4C=CC[C@@H](C)[C@@H]4C(=O)N3Cc3ccccc3)c2)cc1OC | 5.0 | x
Cc1cc(C(=O)CSc2nnc(Nc3ccccc3F)s2)c(C)n1CC1CCCO1 (stereo unspecified) | -8.6 | 9.0
O=C(CN1C(=O)CCC1=O)Nc1nc(-c2ccc(Cl)s2)cs1 | x | -31.6
Cn1cccc1C1C=C(c2ccc(C(C)(C)C)cc2)Nc2ncnn21 (stereo unspecified) | 5.7 | x
CC(OC(=O)CN(C)S(=O)(=O)c1ccc(Cl)cc1)C(=O)Nc1cccc(Cl)c1 (stereo unspecified) | 22.3 | x
Cc1ccc(N2CCN(CCc3nc4cc(NC(=O)c5ccco5)ccc4n3C)CC2)cc1 | -17.5 | -3.4
CCO[C@@H]1OC(C(=O)NC2CC2)=C[C@H](C2CCCCC2)[C@H]1CCCO | -214.7 | x
COC(=O)C1=C(c2cc3ccccc3s2)C[C@@H]2CC[C@H]1N2C(=O)NC1CCCCC1 | 13.6 | x
Cn1cnnc1Sc1nc2ccccc2nc1NS(=O)(=O)c1ccccc1 | 14.7 | -3.9
Cc1[nH]c2ccccc2c1C(=O)COC(=O)C1CCC(=O)N1 (stereo unspecified) | -14.9 | -2.7
O=C(CSc1nnc(-c2ccc(F)cc2)o1)N1CCN(C(=O)c2ccco2)CC1 | -13.0 | 81.0*
O=C(CCN1C(=O)c2cccc3cccc(c23)C1=O)N1CCN(Cc2ccc3c(c2)OCO3)CC1 | -83.5 | x
CCc1c(C2(O)CCCCC2)[nH]c2ccc(C(=O)OC)cc12 | -7.7 | x
CCOC(=O)c1ccc(OCC(=O)c2ccc(O)cc2O)cc1 | 5.3 | -2.0
CC(C)[C@@H](C(=O)NCC1CCC(C(=O)O)CC1)n1nnc2ccccc2c1=O (stereo partly specified) | -16.4 | -10.2
CCOc1ccccc1C(=O)Nc1cccc(-c2nnc(-c3ccccc3)o2)c1 | 25.1 | x
C/C=C/c1ccc(OCCn2cncn2)c(OC)c1 | 7.2 | -1.4
COc1ccc(OC)c(NC(=O)c2nnn(Cc3ccc(Br)cc3F)c2N)c1 | -11.1 | -8.6
COc1ccc(Oc2nc(Oc3ccc(OC)cc3)nc(Oc3ccc(OC)cc3)n2)cc1 | -20.6 | 57.0*
COc1ccc(-n2nc(C(=O)NCc3ccco3)c3c4ccccc4n(C)c3c2=O)cc1Cl | 14.2 | 71.2*
C=CCn1c(=N)n(CC(O)c2ccco2)c2ccccc21 (stereo unspecified) | -10.1 | -8.4
c1ccc(Cn2ccnc2)cc1 | -12.4 | -6.1
O=C(Nc1cc(C(F)(F)F)ccc1F)C1CCCC1 | -1.2 | x
COc1ccc(C(=O)NC2CCN(C(=S)Nc3cccc(C)c3)CC2)cc1 | 6.0 | x
COc1ccc(/C=C2\CCCC3C2=NN(C(=O)c2scnc2C)C3c2ccc(OC)cc2)cc1 (stereo unspecified) | 8.6 | x
O=C(NC1CCCc2ccccc21)C1CCC(CNS(=O)(=O)c2cccc3nsnc23)CC1 (stereo unspecified) | -10.9 | x
COC(=O)CCC(=O)c1oc2ccccc2c1NC(=O)CCCN1C(=O)c2ccccc2C1=O | 0.9 | -2.2
CCOC(=O)c1[nH]c2ccccc2c1NC(=O)CN1CCCCC1 | 7.2 | -5.4
COc1cccc(C=Nc2ccccc2C(=O)Nc2nccs2)c1OC | -26.7 | x
CCCCOc1ccccc1NC(=O)CC1SC(=NCC)N(CC)C1=O (stereo unspecified) | -18.6 | -8.7
O=C(Cn1nnc2c(cnn2-c2ccc(F)cc2)c1=O)OC1CCCCC1 | 3.4 | -7.9
O=S(=O)(NCC1CCCO1)c1cccc(C(F)(F)F)c1 (stereo unspecified) | 4.0 | -26.1
CC(=O)c1c(C)n(C)c2ccc(OC(=O)c3ccco3)cc12 | -18.1 | 1.8
COc1cccc(NC(=O)Nc2cc(C)ccc2F)c1 | -13.2 | -10.2
CCN(CC)c1nc2ccccc2nc1C(C#N)C(=O)NCCc1ccccc1 (stereo unspecified) | -5.0 | -43.7
COC(=O)C1=C[C@@H](C(=O)OC)[C@@H]2C3=C(C(=O)[C@@]2(C)NC(=O)c2ccccc2)[C@H](C)C(C(=O)OC)=C(C(=O)OC)[C@@H]3C1 | -3.2 | x
CCOCCn1c(CN2CCN(c3ccccc3)CC2)nc2c1c(=O)n(C)c(=O)n2C | 14.9 | 4.7
N#CCCC12CCCCC1=Nc1ccccc12 (stereo unspecified) | 3.8 | -5.9
COCCNC(=O)COC(=O)/C=C/c1cnc2ccccc2n1 | -7.8 | x
Cn1ncc(Br)c1C(=O)Nc1ccc(Cl)cn1 | 14.3 | -0.2
CCOc1ccc(NC(=O)C(CC)NC(=O)c2ccccc2CO)cc1 (stereo unspecified) | 6.0 | -16.6
CCn1c(SCC(=O)Nc2nc3ccc(C)cc3s2)nc2c(c1=O)SC(C)C2 (stereo unspecified) | 10.8 | 19.6
CCOc1cc(N2CCOCC2)c(OCC)cc1NC(=O)CSc1cccc[n+]1[O-] | 9.4 | -12.9

(more compounds)
SMILES | RmlC RmlD mix | HIV RNase H inh
CC1(C)OC(=O)C(=CNCC(=O)NCC(=O)O)C(=O)O1 | -4.5 | 4.5
COc1ccc(NC(=O)Cn2nnc(-c3ccccc3NC(=O)c3cccs3)n2)cc1 | 30.9 | -5.0
CNCc1ccccc1OCC(=O)Nc1ccccc1 | 1.7 | x
CCN(CC)C(=O)c1cnn(-c2ccccc2)c1NC(=O)c1ccccc1F | -7.9 | x
CCOC(=O)C(=O)/C(C#N)=C/Nc1ccc(Cl)cc1 | 6.5 | x
CCCCC(=O)NCCc1cc2c(OC)ccc(OC)c2[nH]c1=O | x | -6.9
CCOc1ccc(S(=O)(=O)N2CCN(c3ccc(C)cc3C)CC2)cc1 | -7.0 | 9.5
CC(C)=CCc1c(O)ccc(C(=O)Cc2ccccc2)c1O | 6.6 | x
Oc1ccccc1C1=Nc2ncnn2C(c2ccc(F)cc2)C1 (stereo unspecified) | -0.5 | -4.0
O=C(OCCCN=C1NS(=O)(=O)c2ccccc21)c1ccccc1F | -2.4 | x
CC1SC(c2cccc(Cl)c2)NC1=O (stereo unspecified) | -1.8 | 59.9*
COC(=O)C1(Cc2ccccc2)NC(c2ccccc2C)C2C(=O)N(c3ccc4c(c3)OCO4)C(=O)C21 (stereo unspecified) | 5.3 | x

An excerpt of these results, in CSV form:
SMILES,RmlC RmlD mix,HIV RNase H inh
Cc1oc(-c2ccccc2F)nc1CS(=O)CC(=O)NCc1cccs1 (stereo unspecified),5.6,-0.3
CCOc1ccc(NC(=O)C(CC)NC(=O)c2ccccc2CO)cc1 (stereo unspecified),6.0,-16.6
CNCc1ccccc1OCC(=O)Nc1ccccc1,1.7,x

Single records, from the list above. Order of values: RmlC RmlD mix, HIV RNase H inh
`COc1ccc(NC(=O)Cn2nnc(-c3ccccc3NC(=O)c3cccs3)n2)cc1` is entered as 30.9, -5.0
`Oc1ccccc1C1=Nc2ncnn2C(c2ccc(F)cc2)C1` (stereo unspecified) is entered as -0.5, -4.0

Next entries.
SMILES | RmlC RmlD mix | HIV RNase H inh
CCCc1nnc(NC(=O)c2ccc(N3C(=O)C4C5C=CC(C5)C4C3=O)cc2)s1 (stereo unspecified) | -10.6 | x
Cc1cccc2sc(NC(=O)CCNS(=O)(=O)c3cccc4nonc34)nc12 | -4.9 | -21.8
CCOc1ccc(S(=O)(=O)N/N=C2/CC(c3ccccc3)Oc3ccccc32)cc1 (stereo unspecified) | 10.1 | x
COc1cc2[nH]c(-c3cccc(F)c3)cc(=O)c2cc1OC | 19.0 | x
CC(=O)N(C)C1=C(N2CCOCC2)C(=O)c2ccccc2C1=O | 126.0 | x
CCP(=O)(c1ccccc1)C(C)(C)O (stereo unspecified) | 6.9 | -2.8
CSc1nccn1CC(=O)Nc1ccc(F)cc1 | -7.2 | -15.7
COC(=O)C1=C(CSc2nccn2C)NC(=O)NC1c1cc(C)ccc1C (stereo unspecified) | -6.5 | x
CC(C)=CCc1c(-c2ccc(O)cc2O)oc2c3c(cc(O)c2c1=O)OC(C)(C)C=C3 | -4.4 | x
CCNC(=O)CC1C(=O)N(c2cccc(OC)c2)C(=O)N1CCOC (stereo unspecified) | 6.4 | 1.7
COc1ccc(OC)c(S(=O)(=O)N2CCC(C(=O)Nc3cccc(C)c3C)CC2)c1 | 3.3 | -3.8
O=C(CCc1ccc(S(=O)(=O)NCCc2ccccc2)cc1)Nc1ccc2c(c1)OCO2 | -67.7 | x
Cc1csc(SCC(=O)Nc2ccc(Cl)cn2)n1 | 7.9 | -20.1
COc1cccc(-c2nnc(NC(=O)c3ccc(S(=O)(=O)N4CC(C)OC(C)C4)cc3)o2)c1 (stereo unspecified) | x | 18.5
CN(Cc1ccco1)C(=O)C1CCC(=O)N1Cc1ccc(F)cc1 (stereo unspecified) | 1.5 | -6.1
CCOc1cc(C(=O)Nc2cc(C)on2)cc(OCC)c1OCC | -32.5 | -1.4
CC(C)Oc1ccc(-c2cc(C(=O)NCCN3CCOCC3)c3ccccc3n2)cc1 | 22.7 | x
Cn1c(=O)c2c(nc(CN3CCN(c4ccccc4)CC3)n2CCc2ccccc2)n(C)c1=O | -8.1 | 7.4
Cn1cnnc1SC1CCCCC1NS(=O)(=O)c1ccccc1 (stereo unspecified) | -5.4 | x
COC(=O)c1nc2ccccc2s1 | 66.0 | x
CS(=O)(=O)c1cnc2c(-c3ccc(F)cc3)cnn2c1N | -7.0 | x
CS(=O)(=O)N(CCc1ccccc1)CC(=O)N1CCN(c2ccc(F)cc2)CC1 | -7.5 | x
CCCCSc1nc(C)c(CC(=O)OC)c(=O)[nH]1 | -1.4 | -9.8
Clc1ccc(-c2cn3nc4c(nc3n2)CCCC4)cc1 | 18.4 | x
Cc1ccc(S(=O)(=O)C(C#N)c2nc3ccccc3nc2N2CC(C)OC(C)C2)cc1C (stereo unspecified) | 2.0 | 8.8
CCc1cccc(NC(=O)CCc2nc(-c3cccs3)no2)c1 | -8.5 | -23.8
CCOC(=O)N1CCN(C(=O)C2c3cc(OC)c(OC)cc3C(=O)N3CCc4ccccc4C23)CC1 (stereo unspecified) | -23.6 | -10.1
COC(=O)c1ccccc1NC(=O)CN1CCC(n2nnc3cc(C)ccc32)CC1 | x | 25.1
O=C(O)c1cnn2c(C(F)F)cc(C(F)F)nc12 | -15.3 | x
COc1cc(C2=NOC(C(=O)N3CCN(c4ccc(F)cc4)CC3)C2)cc(OC)c1OC (stereo unspecified) | -7.0 | -3.9
c1ccc(-c2noc(C3CCCCC3)n2)nc1 | -5.2 | -3.6
CN1CCN(c2nc3nonc3nc2N2CCN(C)CC2)CC1 | 6.7 | -0.3

An excerpt from above in order of SMILES length, largest number first.
SMILES | RmlC RmlD mix | HIV RNase H inh
CCOC(=O)N1CCN(C(=O)C2c3cc(OC)c(OC)cc3C(=O)N3CCc4ccccc4C23)CC1 (stereo unspecified) | -23.6 | -10.1
Cc1ccc(S(=O)(=O)C(C#N)c2nc3ccccc3nc2N2CC(C)OC(C)C2)cc1C (stereo unspecified) | 2.0 | 8.8
COC(=O)c1ccccc1NC(=O)CN1CCC(n2nnc3cc(C)ccc32)CC1 | x | 25.1
CCc1cccc(NC(=O)CCc2nc(-c3cccs3)no2)c1 | -8.5 | -23.8
O=C(O)c1cnn2c(C(F)F)cc(C(F)F)nc12 | -15.3 | x
